High-throughput results from PubChem.
PLC-gamma1 inh: PLC-gamma1 enzyme inhibitors, primary screen, biochemical, fluorescence, purified enzyme. fluorogenic substrate. inhibition, % at 12.2 µM. hit rate 0.84% among 370,000; in the data active = inhibition above about 9.5%
ADAM17 inh: ADAM17 inhibitors, primary screen, biochemical, QFRET. Disintegrin and metalloproteinase domain-containing protein 17 (Homo sapiens), P78536. recombinant ADAM17, EDANS/DABCYL FRET peptide cleavage. inhibition, % at 6.95 µM. hit rate 0.83% among 370,000. AID 720648, 2013;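 active = inhibition above the mean of compounds lying between control limits plus 3 SD, set per campaign, cut at about 8.5% in these data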;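 note: 0% = DMSO-only wells as the low control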
Tn6 DDE FP: inhibitors of Tn6 peptide binding to fibrin DD(E), primary screen, biochemical, fluorescence polarization, human fibrin, Tn6 probe; Fibrinogen beta chain (Homo sapiens), P02675; Fibrin DD(E) TRITC-Tn6 fluorescence polarization displacement; hit rate 0.21% among 370,000; inhibition, % at 8.3 µM;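 active = inhibition above a per-campaign cutoff: mean of compounds within control limits plus 3 SD, cut at about 15% in these data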;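 note: 0% = median of all compound wells on the plate and 100% = blocking peptide control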
ARFGAP1 inhibitor: inhibitors of rat ARFGAP1 GAP activity, primary screen, biochemical, fluorescence polarization, GDP tracer | ADP-ribosylation factor GTPase-activating protein 1 (Rattus norvegicus), Q62848 | Arfgap1-stimulated ARF1 GTP hydrolysis, GDP FP detection | inhibition, % at 16.5 µM | hit rate 0.26% among 360,000 | AID 651572, 2012;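 active = inhibition above a per-plate limit, mean inhibition of low control wells plus 3 SD, cut at about 25% in these data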;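 note: 0% = DMSO wells with enzyme and 100% = wells lacking Arfgap1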
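Assay system: Rat Arfgap1 GAP domain (His6, aa 1-136), purified enzyme | Buffer or medium: HEPES 25 mM pH 7.5, NaCl 150 mM, MgCl2, DTT | Schedule: GTP hydrolysis reaction 2 h at 25 °C | Signal: FP of antibody-bound GDP Alexa 633 tracer, ex 620/em 688 nm | Measure: Percent inhibition of Arfgap1-stimulated GTP hydrolysis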
ADAM10 inh: human ADAM10 inhibitors, primary screen, biochemical, QFRET, HTS | Disintegrin and metalloproteinase domain-containing protein 10 (Homo sapiens), O14672 | recombinant ADAM10, EDANS/DABCYL FRET peptide cleavage, 3 h | inhibition, % at 7 µM | hit rate 0.62% among 370,000 | AID 720582, 2013;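 active = inhibition above a per-campaign cutoff equal to the mean of compounds falling between control-based bounds plus 3 SD, cut at about 20% in these data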;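 note: 0% = DMSO wells while the 100% control is not disclosed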
PLCb3 inh: human PLC-beta3 inhibitors, primary screen, biochemical, fluorescence; 1-phosphatidylinositol 4,5-bisphosphate phosphodiesterase beta-3 (Homo sapiens), Q01970; Purified PLC-beta3, fluorogenic substrate; inhibition, % at 12.2 µM; hit rate 0.18% among 370,000; in the data active = inhibition above about 11%;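 note: 0% = median of compound wells on plate and 100% = full blocker control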
Target sequence (Q01970 whole entry, looked up): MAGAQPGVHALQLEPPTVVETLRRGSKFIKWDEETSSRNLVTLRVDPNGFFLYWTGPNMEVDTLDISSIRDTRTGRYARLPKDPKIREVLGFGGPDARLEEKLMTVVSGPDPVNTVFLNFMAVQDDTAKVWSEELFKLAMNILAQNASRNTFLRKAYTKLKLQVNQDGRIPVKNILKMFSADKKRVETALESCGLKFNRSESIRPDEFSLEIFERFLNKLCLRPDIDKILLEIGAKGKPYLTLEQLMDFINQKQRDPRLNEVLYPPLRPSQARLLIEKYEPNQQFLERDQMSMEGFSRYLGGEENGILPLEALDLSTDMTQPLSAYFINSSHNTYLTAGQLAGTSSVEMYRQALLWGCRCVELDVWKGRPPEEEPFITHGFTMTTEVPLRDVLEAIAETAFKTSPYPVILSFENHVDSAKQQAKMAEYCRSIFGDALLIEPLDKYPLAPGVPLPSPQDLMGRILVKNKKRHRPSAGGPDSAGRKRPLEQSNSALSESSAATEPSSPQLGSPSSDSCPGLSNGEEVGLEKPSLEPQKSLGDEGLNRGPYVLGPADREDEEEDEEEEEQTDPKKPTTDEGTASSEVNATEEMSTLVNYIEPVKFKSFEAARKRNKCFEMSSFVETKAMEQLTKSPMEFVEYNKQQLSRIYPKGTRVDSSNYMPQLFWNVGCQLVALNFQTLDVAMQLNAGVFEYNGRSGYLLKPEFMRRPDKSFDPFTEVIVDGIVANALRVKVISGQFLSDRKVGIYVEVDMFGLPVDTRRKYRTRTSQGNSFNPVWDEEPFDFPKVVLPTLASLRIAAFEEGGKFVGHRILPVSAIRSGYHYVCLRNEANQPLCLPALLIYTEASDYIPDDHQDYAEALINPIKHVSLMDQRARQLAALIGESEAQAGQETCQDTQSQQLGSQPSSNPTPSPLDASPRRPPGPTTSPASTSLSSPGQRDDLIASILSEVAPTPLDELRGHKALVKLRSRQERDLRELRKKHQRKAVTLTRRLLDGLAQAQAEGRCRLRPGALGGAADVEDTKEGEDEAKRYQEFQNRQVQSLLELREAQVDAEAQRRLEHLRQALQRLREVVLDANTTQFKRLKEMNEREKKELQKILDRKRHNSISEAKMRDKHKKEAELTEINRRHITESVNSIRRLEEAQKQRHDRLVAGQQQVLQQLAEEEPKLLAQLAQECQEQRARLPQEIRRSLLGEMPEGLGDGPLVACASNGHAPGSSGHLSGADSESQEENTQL
Tn7 DDE FP: inhibitors of Tn7 peptide binding to fibrin DD(E), primary screen, biochemical, fluorescence polarization, human fibrin, Tn7 probe; inhibition, % at 8.3 µM; FP displacement of FITC-Tn7 peptide from fibrin DD(E); 0% = median of compound wells per plate; hit rate 0.13% among 370,000; Fibrinogen beta chain (Homo sapiens), P02675;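 active = inhibition above the mean of compounds falling within the control limits plus 3 SD of them, cut at about 14% in these data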;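 note: 0% = plate median of compound wells and 100% = 10 µM Aha-Tn7 peptide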
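Test system – human fibrin DD(E) · Times – 10 min preincubation, 3 h with tracer, room temperature · Detection – fluorescence polarization of the labelled Tn7 tracer · Measure – percent inhibition normalized to high-control wells · Benchmarks – high control wells with 10 µM unlabelled Aha-Tn7 peptide (full inhibition) · Repeats – singlicate testing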
ASAP1 GAP inh: inhibitors of human ASAP1 ArfGAP activity, primary screen, biochemical, fluorescence polarization | hit rate 0.19% among 360,000 | AID 624377, 2012 | inhibition, % at 16.5 µM | ASAP1-stimulated ARF1 GTP hydrolysis, GDP FP detection | Arf-GAP with SH3 domain, ANK repeat and PH domain-containing protein 1 (Homo sapiens), …; in the data active = inhibition above about 25%;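 note: 0% = vehicle with enzyme and substrate and 100% = no enzyme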
TDP2 inh: human TDP2 enzyme inhibitors, primary screen, biochemical, epi absorbance, recombinant enzyme | inhibition, % at 12.8 µM | Tyrosyl-DNA phosphodiesterase 2 (Homo sapiens), O95551 | hit rate 0.34% among 370,000 | T5PNP hydrolysis, p-nitrophenol absorbance 415 nm | AID 720702, 2013;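 active = inhibition above the mean of all tested compounds plus 3 SD, set per campaign, cut at about 25% in these data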;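 note: 0% = DMSO with enzyme and 100% = buffer with substrate but no TDP2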
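test system = human TDP2 enzyme | input = TDP2 enzyme at 120 nM final | medium = 50 mM Tris-HCl pH 7.5 with Mg2+, KCl, DTT, BSA | also added = T5PNP substrate, 5 mM | times = 2 h at 37 °C | technique = epi absorbance | benchmarks = high control without enzyme, low control DMSO plus TDP2 | replication = each compound tested once, singlicate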
SIAE primary: human SIAE inhibitors, primary screen, biochemical, fluorescence polarization, FP-Rh probe, 1536-well HTS. Sialate O-acetylesterase (Homo sapiens), Q9HAT2. SIAE FP-Rh probe binding. inhibition, % at 9.66 µM. hit rate 0.69% among 370,000;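 active = inhibition above a cutoff: mean of compounds within the control limits plus 3 SD of those, cut at about 17% in these data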;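 note: 0% = plate median of compound wells and 100% = probe without SIAE protein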
* marks the source's active call; other numbers are inactive results; i = inactive. Hits appear at their usual frequency; overall some 3.6% were active at least once.

Each structure is followed by: ADAM10 inh	PLC-gamma1 inh	ASAP1 GAP inh	ADAM17 inh	PLCb3 inh	Tn6 DDE FP	SIAE primary	Tn7 DDE FP	ARFGAP1 inhibitor	TDP2 inh
> CCS(=O)(=O)Nc1ccc(C(=O)CC2(O)C(=O)Nc3ccccc32)cc1 (configuration not stated)
    -16.6	-0.1	6.3	-7.1	-2.9	-6.0	-4.5	-3.9	15.9	8.6
> CCOc1ccccc1C(=O)NCC(=O)OCC(=O)c1ccc2c(c1)OCCO2
    4.0	0.8	-3.2	-2.1	0.8	2.1	-5.4	-5.2	6.6	6.1
> CSc1ccccc1NC(=O)COC(=O)c1ccc(O)cc1
    4.9	-1.6	2.8	-3.8	-6.2	2.6	-5.6	6.1	-18.0	-11.2
> COc1cc(CCC(=O)OCC(=O)Nc2c(F)cccc2F)cc(OC)c1OC
    -12.1	-0.1	-7.4	-0.9	-3.6	-0.2	3.3	2.3	2.3	-8.9
> CCCCCOc1ccc(C(=O)OC(C)C(=O)NCc2ccco2)cc1 (configuration not stated)
    8.3	0.3	-7.7	1.3	-12.1	0.0	-2.4	4.3	1.4	-3.8
> O=c1[nH][nH]c(=O)c2c(NS(=O)(=O)c3ccccc3)cccc12
    -12.1	-13.1	-9.5	-4.8	-8.9	2.7	-0.7	-0.8	4.4	2.9
> COc1ccccc1OCCC(=O)OCC(=O)Nc1ncc(Cl)cc1Cl
    -28.6	-3.0	-5.2	-7.8	-9.3	-0.7	-1.0	-7.1	5.6	-6.9
> CN1C(=O)c2ccccc2CC12c1ccccc1C(=O)N2C (configuration not stated)
    -2.2	1.6	-4.2	-3.0	2.4	-2.5	5.5	-2.0	1.7	2.2
> CC(C)NC(=O)NC(=O)COC(=O)c1ncc(Cl)c(Cl)c1Cl
    1.5	0.6	4.1	2.0	-1.7	-4.8	-8.4	1.0	-1.9	-1.9
> COc1ccc(-c2cc(=O)c3ccccc3n2C)cc1
    -11.0	0.1	1.6	-5.4	-1.9	-6.1	0.9	0.3	3.8	1.8

Some values from the list.
CN1C(=O)c2ccccc2CC12c1ccccc1C(=O)N2C (configuration not stated) @ ASAP1 GAP inh: -4.2
CCS(=O)(=O)Nc1ccc(C(=O)CC2(O)C(=O)Nc3ccccc32)cc1 (configuration not stated) @ ASAP1 GAP inh: 6.3

More entries
Each structure is followed by: ADAM10 inh	PLC-gamma1 inh	ASAP1 GAP inh	ADAM17 inh	PLCb3 inh	Tn6 DDE FP	SIAE primary	Tn7 DDE FP	ARFGAP1 inhibitor	TDP2 inh
> CCCCC(=O)Nc1c(C)cc(C)cc1Cl
    4.9	-0.2	6.5	-4.7	-0.2	-6.6	13.6	0.4	20.1	2.8
> Cc1ccc(CNC(=O)c2ccc(N(C)S(=O)(=O)c3ccccc3)cc2)cc1
    0.0	2.3	6.4	0.1	-2.9	10.1	-4.6	-1.4	9.7	-11.6
> Cc1cc(OCC(=O)OCC(=O)N2c3ccccc3NC(=O)C2(C)C)ccc1Cl
    -2.4	2.1	4.1	6.9	-8.2	5.3	0.4	-5.2	5.9	5.7
> CCC(c1nnnn1Cc1cccs1)N1CCN(C2CCCC2)CC1 (configuration not stated)
    3.9	3.7	-5.5	-3.1	3.4	-4.4	0.4	-0.5	-5.7	8.2
> COC(=O)C(NNc1ccccc1)(NC(=O)c1ccccc1F)C(F)(F)F (configuration not stated)
    -67.2	-9.1	1.4	-18.4	-12.3	-3.5	15.1	3.5	3.6	8.1
> O=C(Cn1cc(C(=O)c2ccco2)c2ccccc21)NC1CC1
    1.9	-10.4	-7.5	-0.2	-10.9	9.3	9.5	8.8	-5.5	-4.2
> CCOC(=O)C(=O)Nc1ccccc1C(=O)NC(C)C
    -1.3	-1.1	2.9	-4.1	2.4	2.9	-5.6	-6.4	4.3	3.6
> CN1CCN(C(=S)Nc2cc([N+](=O)[O-])ccc2Cl)CC1
    -4.7	2.8	6.9	3.7	0.8	-1.2	1.9	4.2	-9.2	-2.9
> COC(=O)C1=CN(Cc2ccc(OC)c(OC)c2)C=C(C(=O)OC)C1c1ccc(F)cc1
    i	i	11.8	i	i	2.4	-0.8	10.7	-1.1	-2.2
> Cc1ccc(C(=O)N2CCC3(CC2)Oc2ccc(F)cc2C(=O)C32CC(c3ccc(Cl)cc3)=NO2)s1 (configuration not stated)
    8.5	1.8	-1.2	0.2	5.5	-0.7	-6.1	0.9	-10.9	-11.6
> O=C(N/N=C/c1c[nH]c2ccccc12)c1ccccc1O
    -10.2	-39.6	6.1	-13.1	-54.9	-9.0	4.0	4.1	7.5	-9.2
> COc1cc(/C=C/C(=O)OCC(=O)NC2CC2)cc(OC)c1OC
    -96.3	-48.9	4.1	-16.7	-74.9	-2.5	6.8	-2.0	-0.7	-7.4
> Cn1ncc2c1NC(c1ccc(F)cc1)SCC2=O (configuration not stated)
    -8.0	-1.3	8.5	-2.6	-3.8	1.4	0.7	-2.9	9.6	4.7
> Nc1nc2ccccc2n1CCOc1ccc(Br)cc1
    8.6	3.3	1.8	1.0	-0.5	11.6	0.6	1.6	4.0	-1.8
> O=C(C(=O)N1CCN(S(=O)(=O)c2ccc(Cl)cc2)CC1)c1cccc(C(F)(F)F)c1
    -0.4	-0.5	4.5	-2.9	4.0	-5.2	-3.7	-0.1	0.8	-0.4
> COc1cc2c(cc1OC)C(c1ccccc1)NC(C)(C)C2 (configuration not stated)
    -10.2	-0.4	-11.2	-3.0	-4.0	0.1	0.8	-8.7	-1.3	9.9
> CC(=O)NC(=S)Nc1ccc2oc(=O)ccc2c1
    2.6	-2.0	4.3	-2.0	-10.8	-0.5	-3.8	3.4	6.1	-2.5
> CCN1CCN(C(=S)Nc2sc(C)c(-c3ccccc3)c2C(=O)OC)CC1
    12.8	6.4	-2.8	-0.9	-4.0	1.7	5.1	-1.8	-5.1	1.1
> O=C1CSC(=Nc2ccccc2)N1Cc1ccccc1
    5.5	0.5	-4.5	2.7	0.8	3.6	-4.2	4.4	12.3	0.6
> COc1ccccc1NC(=O)CSc1nnc(C2CCCCC2)o1
    -2.3	0.4	6.1	-0.3	-1.0	10.8	5.4	1.5	-2.7	9.0
> O=C1NC[C@@H](CCCCN2CCN(CCc3ccc(O)cc3)C(=O)C2=O)N(CCc2ccc(O)cc2)C1=O
    -2.3	-1.3	-5.1	-2.4	3.7	-4.4	0.7	-11.3	1.1	1.7
> CCOC(=O)N1CCN(S(=O)(=O)c2ccc(C(=O)N(CCN(C)C)c3nc4ccc(Cl)cc4s3)cc2)CC1
    3.6	-0.8	3.7	0.2	-4.0	6.6	5.0	-2.7	-0.6	-4.1
> O=C(NCC1CCCN1S(=O)(=O)c1cccs1)C(=O)Nc1ccccc1 (configuration not stated)
    3.4	2.1	1.7	-1.3	-3.5	5.9	-6.0	-8.4	6.0	-10.3
> Cc1ccc(S(=O)(=O)N(C)CC(=O)NCCCn2ccnc2)cc1
    1.2	-0.9	-6.9	-2.2	-3.3	9.2	-0.9	4.5	-5.2	11.4
> COc1ccc(-c2ccc(OC)c([C@H]3[C@H]4C=CC[C@@H](C)[C@@H]4C(=O)N3Cc3ccccc3)c2)cc1OC
    3.7	1.5	-21.5	1.6	8.1	0.3	1.9	5.6	-5.0	-3.5
> CN(C(=O)c1ccccc1C(=O)OCC(=O)NCc1ccccc1)C1CCCCC1
    14.7	2.4	-2.8	0.9	1.6	-0.3	14.8	0.9	9.8	1.1
> O=C(CN1CCCCCC1)N/N=C/c1cccs1
    1.7	15.8*	6.9	6.6	10.1	-1.6	-0.3	-2.4	5.2	-7.5
> COc1ccccc1CCNS(=O)(=O)c1cn(C)c(=O)n(C)c1=O
    0.4	-0.7	-0.5	-1.2	-5.0	-1.9	-5.2	1.5	-4.8	-12.4
> CC(=O)Nc1c(C(=O)O)oc2ccccc12
    -5.0	-0.3	-9.6	-0.7	0.1	-3.8	3.7	-5.4	3.3	1.2
> c1ccc(CNC2=NCCCCC2)cc1
    3.4	3.4	5.6	2.5	5.1	6.4	-4.9	-8.9	-8.5	-11.2
> Cc1ccc2c(C)c(C(=O)Nc3c(C)n(C)n(-c4ccccc4)c3=O)oc2c1C
    -2.2	6.2	-5.5	-1.9	0.7	9.0	-4.5	6.8	6.7	-10.3
> c1ccc(COCc2ccccc2)cc1
    -9.5	-0.8	-10.7	-2.3	-2.0	6.9	-2.0	6.6	-16.8	-5.0
> C(=NOCCc1ccccc1)c1ccccn1
    -9.2	0.5	-17.8	-3.2	3.3	5.1	4.7	-6.4	5.3	-5.1
> COc1ccc(Br)cc1/C=c1\sc2nc(-c3ccco3)nn2c1=O
    0.7	-4.8	9.0	-0.7	-12.3	-11.5	-11.5	-3.2	-2.5	13.5
> S=C(Nc1ccc(Cl)cc1)N1CCN(C2CCCCC2)CC1
    1.5	-0.1	-12.1	-0.3	0.4	0.2	-2.7	4.3	4.1	-7.8
> C#CCn1cc(/C=N/NC(=O)COc2cccc3cccnc23)c2ccccc21
    -3.8	-8.7	19.8	-1.9	-8.9	1.3	-0.8	14.2*	7.4	0.3
> CCOc1cc(N2CCOCC2)c(OCC)cc1NC(=O)COC(=O)CCOc1ccc(C)cc1
    2.1	1.2	3.4	-1.5	-7.3	-6.2	-0.8	-5.4	14.5	1.8
> CC(NC(=O)c1ccc(NC(=O)CC2SC(N3CCCC3)=NC2=O)cc1)c1ccc(S(N)(=O)=O)cc1 (configuration not stated)
    0.1	-2.4	12.7	-2.7	1.1	-1.2	-10.4	2.1	-1.6	1.8
> O=C(CSc1ccc(-c2ccccn2)nn1)N1CCCC1
    0.3	-2.7	-5.8	-1.3	-5.7	0.4	-4.2	-1.6	2.2	-6.6
